# HGIII-sPLA2 inh – Inhibits HGIII-sPLA2 liposome hydrolysis, primary screen. actives 0.56% (n = 370,000). inhibition, % at 12.2 µM. Q9NZ20. AID 743126. QFRET BODIPY PC-A2 liposome hydrolysis, fluorescence;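 active means inhibition above mean plus 3 SD of compounds lying within the high and low control bounds, cut at about 19% in these data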;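 further: 0% = median of test compound wells and 100% = no enzyme DMSO wells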
# Target sequence (Q9NZ20 whole entry, looked up): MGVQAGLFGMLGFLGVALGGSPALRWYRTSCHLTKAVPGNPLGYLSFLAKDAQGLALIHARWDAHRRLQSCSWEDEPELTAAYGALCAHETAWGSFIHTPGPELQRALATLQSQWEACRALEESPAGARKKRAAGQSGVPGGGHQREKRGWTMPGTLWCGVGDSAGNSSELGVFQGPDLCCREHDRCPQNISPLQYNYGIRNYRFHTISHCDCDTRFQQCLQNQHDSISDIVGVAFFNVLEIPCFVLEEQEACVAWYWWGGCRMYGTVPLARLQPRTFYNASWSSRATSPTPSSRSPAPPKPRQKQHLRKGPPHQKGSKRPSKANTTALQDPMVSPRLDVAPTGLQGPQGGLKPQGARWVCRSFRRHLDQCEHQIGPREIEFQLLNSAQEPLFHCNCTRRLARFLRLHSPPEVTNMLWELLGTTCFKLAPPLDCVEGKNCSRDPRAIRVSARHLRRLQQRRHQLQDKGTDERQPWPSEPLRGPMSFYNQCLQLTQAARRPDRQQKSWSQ
# DAX1 inh-1 – inhibits human nuclear receptor DAX1. P51843. actives 0.99% (n = 340,000). HEK293 Gal4-DAX1 luciferase reporter, luminescence. AID 504766. inhibition, % at 6.75 µM;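 active means inhibition above the mean over all tested compounds plus 3 SD, cut at about 4.2% in these data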;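 further: 0% = DAX1-transfected cells with DMSO and 100% = empty-vector control cells with DMSO; inhibition shows as a rise in luminescence from relieved DAX1 repression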
# PLCb3 inh – inhibitors of human phospholipase C beta3; Q01970; Purified PLC-beta3, fluorogenic substrate, fluorescence; inhibition, % at 12.2 µM; actives 0.18% (n = 370,000); in the data active means inhibition above about 11%;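 further: 0% = median of compound wells on plate and 100% = full blocker control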
# DAX1 inh-2 – blocks DAX1 repression of SF-1 activated StAR promoter | HEK293T StAR-luciferase reporter, SF-1/DAX-1 repression relief | inhibition, % at 6.8 µM | AID 652010 | actives 1.1% (n = 370,000);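 active means inhibition above the mean over all tested compounds plus 3 SD, cut at about 3.6% in these data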;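 further: 0% = DAX-1 cells with DMSO and 100% = cells lacking DAX-1 with DMSO; higher inhibition means more luminescence from relief of DAX-1 repression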
# hcDAF-12 act – H. contortus DAF-12 activation, primary screen; HEK293 hcDAF-12 lit1-tk-luc reporter, luminescence; 0% DMSO, 100% Δ7-dafachronic acid; activation, % at 6.8 µM; actives 1.4% (n = 370,000);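 active means activation above the mean of all tested compounds plus 3 SD, cut at about 5.5% in these data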;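 further: 100% = response to 3 µM Δ7-dafachronic acid high control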
# ssDAF-12 act – activates DAF-12 receptor from parasite S. stercoralis | HEK293 ssDAF-12/GRIP1 lit1-tk-luc reporter, luminescence; % of 3 µM dafachronic acid response | activation, % at 6.8 µM | actives 1% (n = 370,000) | AID 652126;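 active means activation above the mean over all tested compounds plus 3 SD, cut at about 0.9% in these data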;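 further: 0% = DMSO-only wells and 100% = 3 µM delta7-dafachronic acid wells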
# PLC-gamma1 inh – blocks human PLC-gamma1 enzyme activity; P19174; purified PLC-gamma1, fluorogenic substrate, fluorescence; inhibition, % at 12.2 µM; actives 0.84% (n = 370,000); in the data active means inhibition above about 9.5%
# ADAM17 inh – inhibitors of human ADAM17 | recombinant ADAM17, EDANS/DABCYL FRET peptide cleavage | P78536 | inhibition, % at 6.95 µM | actives 0.83% (n = 370,000) | AID 720648;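 active means inhibition above the mean of compounds lying between control limits plus 3 SD, set per campaign, cut at about 8.5% in these data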;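 further: 0% = DMSO-only wells as the low control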
# FXN GAA850 act – frataxin GAA850 promoter activation; HEK293 lucGAA850 FXN promoter luciferase reporter, 24 h; percent of 10 µM SAHA response; activation, % at 6 µM; actives 0.56% (n = 360,000);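 active means activation above the average of all compounds screened plus 3 SD, cutoff fixed separately per campaign, cut at about 7.5% in these data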;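 further: 0% = DMSO wells and 100% = 10 µM SAHA wells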
# ADAM10 inh – ADAM10 inhibition, QFRET primary screen; O14672; recombinant ADAM10, EDANS/DABCYL FRET peptide cleavage, 3 h; inhibition, % at 7 µM; actives 0.62% (n = 370,000);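 active means inhibition above a per-campaign cutoff equal to the mean of compounds falling between control-based bounds plus 3 SD, cut at about 20% in these data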;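 further: 0% = DMSO wells while the 100% control is not disclosed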
# Target sequence (O14672 214-748 limits assumed): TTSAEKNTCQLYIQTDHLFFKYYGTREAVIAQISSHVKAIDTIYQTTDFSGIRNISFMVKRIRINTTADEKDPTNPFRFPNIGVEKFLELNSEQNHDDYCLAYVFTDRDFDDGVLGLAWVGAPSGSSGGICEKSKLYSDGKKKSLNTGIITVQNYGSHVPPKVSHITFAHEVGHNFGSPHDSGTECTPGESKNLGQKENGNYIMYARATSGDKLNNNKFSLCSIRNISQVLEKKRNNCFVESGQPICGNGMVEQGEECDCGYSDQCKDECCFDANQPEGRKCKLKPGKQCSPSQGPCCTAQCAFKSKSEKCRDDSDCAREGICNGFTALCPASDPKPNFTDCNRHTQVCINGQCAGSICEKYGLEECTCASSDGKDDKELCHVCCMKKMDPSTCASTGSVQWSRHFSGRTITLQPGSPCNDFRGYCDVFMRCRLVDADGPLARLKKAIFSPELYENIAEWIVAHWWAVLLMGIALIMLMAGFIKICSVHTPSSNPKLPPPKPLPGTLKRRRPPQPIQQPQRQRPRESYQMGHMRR
# hgDAF-12 ag – agonists of H. glycines DAF-12 nuclear receptor; activation, % at 6.8 µM; HEK293 GAL4-hgDAF12 UAS-luciferase reporter, agonist luminescence; normalized to butyrate control; actives 1.8% (n = 370,000); AID 687014;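 active means activation above a cutoff set at the mean of all screened compounds plus 3 SD, cut at about 10% in these data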;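 further: 0% = DMSO wells and 100% = sodium butyrate wells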
# * = called active by the depositor; i = inactive; x = no result given.
SMILES,HGIII-sPLA2 inh,DAX1 inh-1,PLCb3 inh,DAX1 inh-2,hcDAF-12 act,ssDAF-12 act,PLC-gamma1 inh,ADAM17 inh,FXN GAA850 act,ADAM10 inh,hgDAF-12 ag
O=c1[nH]c(-c2ccc3c(c2)OCO3)nc2c1sc(=S)n2-c1ccccc1,-2.3,2.1,0.8,-0.3,1.8,1.0*,-0.4,0.5,0.7,2.9,-1.8
CC(C)(C)OC(=O)C[C@H]1C/C=C\C[C@@H](CC(=O)N[C@H](CO)Cc2ccccc2)C(=O)NC[C@@H](c2ccccc2)OC1=O,-12.0,1.8,4.4,-0.2,-1.2,-0.8,0.5,-2.1,0.9,-1.1,0.8
COc1cccc(/C=N/n2c(CO)nc3ccccc32)c1OC,-1.9,0.8,0.8,0.4,-0.3,-0.7,-1.5,-3.5,2.1,-1.3,0.1
CCC(O)c1c(-c2ccccc2)nn(C)c1Cl (centres undefined),8.8,-0.3,-5.9,0.2,-1.2,-1.2,0.3,-6.7,-0.8,-6.2,-1.0
NC(=S)Nc1cccc2cc3ccccc3cc12,10.1,1.0,i,-0.5,1.3,-0.7,-384.8,-142.1,1.5,-452.2,3.6
OC(COCc1ccccc1)Cn1cnc2ccccc21 (centres undefined),0.1,1.1,0.6,-0.3,-1.2,-1.4,0.9,-4.8,2.4,-1.6,0.3
O=C(Nc1ccc2c(c1)OCCO2)c1cccc(Cl)c1,-0.4,3.3,-7.6,2.0,9.9*,-0.1,-0.7,-1.9,4.0,8.3,17.6*
CCc1c(C(=O)Nc2ccc(OC)cc2)[nH]c(C)c1C(C)=O,-4.0,1.7,-0.2,0.9,4.3,0.4,-2.5,-1.3,1.3,-1.5,2.0
CCc1cc(C(=O)N(CC)CC(=O)Nc2c(F)cccc2F)sc1C,-1.1,1.9,6.2,-0.7,0.5,-0.9,0.6,4.3,-0.8,-7.2,2.0
Cc1cccc(COc2ccccc2/C=N/Nc2ccc([N+](=O)[O-])cc2)c1,-4.5,-0.3,-94.0,-0.7,-3.4,-2.1,-63.4,7.4,-3.7,12.5,-2.2
CCOC(=O)C1=C(C)NC(SC)=C(C#N)C1CC(C)C (centres undefined),-5.3,-3.4,-35.9,-0.9,-2.9,-2.2,-33.3,-3.9,-3.8,-5.6,-1.2
O=C(NCCN1CCOCC1)c1cc(=O)[nH]c2ccc(Br)cc12,3.5,1.2,-5.8,0.7,-0.9,-0.4,-5.7,-8.6,1.6,-14.8,0.7
CCc1nc2ccc(C(=O)N3CCN(S(=O)(=O)CC)CC3)cn2c1N(CC)Cc1cccc(Br)c1,-12.2,x,3.5,-1.3,-2.0,-1.8,3.8,4.2,-1.0,-6.9,-2.9
O=C(NCc1ccc(F)cc1)C1CCCN1S(=O)(=O)c1cccc2nsnc12 (centres undefined),5.3,0.2,-5.2,-0.3,0.2,-1.3,-2.1,2.8,-1.0,-0.9,-2.0
Cc1ccc(S(=O)(=O)NNC(=O)Nc2ccccc2F)c(C)c1,1.4,-0.4,-6.9,-1.5,0.1,-0.4,2.8,-4.2,-0.8,-2.4,1.5
Cc1ccc(OCCCCNC2CCCCC2)c(C)c1,-2.6,-0.5,2.5,0.3,-0.2,-0.8,2.5,-1.0,1.4,2.0,4.5
O=C(NCCc1ccccc1)C(=O)NCC(c1ccco1)N1CCOCC1 (centres undefined),-0.6,-0.4,-1.2,0.1,-0.5,-1.1,-0.5,-2.5,1.5,-8.1,0.5
O=C(NCC1CCCO1)c1ccc(NC(=O)c2cccc(Cl)c2)cc1 (centres undefined),11.3,-1.1,-3.9,-0.3,-1.5,-1.4,-2.0,-6.5,1.3,-11.3,0.8
Clc1ccc(CNCc2cccs2)cc1Cl,4.1,-1.1,1.8,0.3,-2.9,-1.1,3.6,1.7,1.4,2.7,0.0
O=C(NC1CCCC1)C1(c2ccccc2)CCN(S(=O)(=O)c2ccccc2)CC1,4.6,-0.6,2.7,-0.9,-0.8,0.1,0.3,-1.7,-2.6,4.5,-2.3
CC(C(=O)NCCN1C(=O)S/C(=C\c2cccs2)C1=O)N1C(=O)c2ccccc2C1=O (centres undefined),19.0,0.3,2.7,-0.1,-1.1,-1.8,-0.9,-2.8,1.9,-5.9,-1.2
Cc1cccn2cc(CNS(=O)(=O)c3ccc4ccccc4c3)nc12,-2.6,-1.2,-7.8,-2.4,-2.9,-1.4,-4.8,1.0,2.3,-1.4,-4.2
CC1Sc2ccc(S(=O)(=O)N3CCC(C(=O)Nc4cccc(Cl)c4)CC3)cc2NC1=O (centres undefined),-52.3,-0.8,-5.6,-1.0,-5.0,-1.8,1.1,6.2,-1.2,14.2,-3.5
COC(=O)c1[nH]c2ccc(Br)cc2c1NC(=O)CN1CCCCC1CCO (centres undefined),-7.3,0.6,-2.1,0.4,5.5,-0.6,8.4,0.6,0.3,2.8,1.0
CC(C)c1ccc(NC(=O)C2Cc3c(-c4cccc(C(N)=O)c4)ccnc3O2)cc1 (centres undefined),-11.6,x,0.1,-0.1,-1.6,-0.2,5.9,-4.7,1.6,-2.5,3.8
Cc1ccc(NC(=O)CN2CCC(C(=O)c3ccc(F)cc3)CC2)cc1,-1.3,0.8,1.0,-0.1,1.4,-0.9,-0.4,2.7,-1.1,3.9,-1.6
O=C(Nc1cccc(S(=O)(=O)C(F)F)c1)c1ccc(S(=O)(=O)N2CCOCC2)cc1,-22.0,-1.2,12.7*,-1.1,-1.7,-1.8,3.6,11.3*,1.5,13.4,-1.2
CC(C)c1ccc(NC(=O)C2CC3CCC2C3)cc1 (centres undefined),-0.8,6.0*,-1.8,1.4,-0.1,-0.6,4.7,3.0,3.8,5.7,9.4
CC(C)(C)c1ccc(C(=O)NCC(=O)N/N=C/c2ccccc2OCC(=O)O)cc1,-7.7,1.6,2.9,0.5,-1.0,-1.0,-2.2,-0.9,0.3,-3.1,0.8
COc1ccc(/C=C(/NC(=O)c2ccccc2)C(=O)NC2CCS(=O)(=O)C2)cc1 (centres undefined),1.2,0.6,3.9,-0.1,2.4,-1.6,3.7,-2.3,-0.7,2.5,-1.4

# Quoted at random: two records from the list
SMILES,HGIII-sPLA2 inh,DAX1 inh-1,PLCb3 inh,DAX1 inh-2,hcDAF-12 act,ssDAF-12 act,PLC-gamma1 inh,ADAM17 inh,FXN GAA850 act,ADAM10 inh,hgDAF-12 ag
CC(C)c1ccc(NC(=O)C2Cc3c(-c4cccc(C(N)=O)c4)ccnc3O2)cc1 (centres undefined),-11.6,x,0.1,-0.1,-1.6,-0.2,5.9,-4.7,1.6,-2.5,3.8
Cc1ccc(NC(=O)CN2CCC(C(=O)c3ccc(F)cc3)CC2)cc1,-1.3,0.8,1.0,-0.1,1.4,-0.9,-0.4,2.7,-1.1,3.9,-1.6

# More results
SMILES,HGIII-sPLA2 inh,DAX1 inh-1,PLCb3 inh,DAX1 inh-2,hcDAF-12 act,ssDAF-12 act,PLC-gamma1 inh,ADAM17 inh,FXN GAA850 act,ADAM10 inh,hgDAF-12 ag
CCOc1ccc(/C=N/N(C)c2ccccc2)cc1OC,18.7,3.2,1.9,3.3,4.0,-0.6,0.3,-3.0,6.2,6.1,14.1*
COc1ccc(CCNC(=O)C/C(C)=N/NC(=O)C23CC4CC(CC(C4)C2)C3)cc1OC,3.1,1.3,2.4,1.8,1.7,0.9*,4.7,7.7,4.0,4.6,7.0
Cc1nc2ccc(NC(=O)c3ccc(S(=O)(=O)N(C)c4ccccc4)cc3)cc2s1,-29.2,-1.5,-22.0,-2.1,-4.8,-2.5,-20.2,16.1*,-1.2,29.2*,-7.3
C[C@@H]1CN(c2ccc(N3CCNC[C@H]3C)cc2C#N)C[C@H](C)O1,5.0,x,-51.8,-1.5,-1.1,-0.5,-38.6,-10.7,x,-54.1,-0.7
COc1ccc(/C=C/CN2CCN(Cc3ccccc3)C(CCO)C2)cc1 (centres undefined),-11.8,-0.4,-1.3,0.2,0.8,-0.8,-3.3,-4.8,4.2,-10.9,-2.4
COc1ccc(CCNC(=O)c2cnn(-c3ccc(C)c(C)c3)c2NC(=O)c2ccco2)cc1OC,1.8,0.2,-0.5,-0.1,-1.2,-0.7,-1.6,-1.8,-0.1,-3.3,-1.9
O=C(CC[C@H]1O[C@@H](n2cnc3c(NC(=O)c4ccccc4)ncnc32)[C@H](O)[C@@H]1O)N[C@@H](CO)Cc1c[nH]c2ccccc12,0.1,x,6.7,-0.3,-1.2,-0.6,2.5,0.9,x,-9.8,1.4
O=[N+]([O-])c1cc(C(F)(F)F)ccc1Oc1cccnc1[N+](=O)[O-],2.6,0.1,-1.4,0.0,-1.2,-1.0,1.2,5.6,2.7,1.7,-1.2
Cc1ccc(S(=O)(=O)N2CCN(CC(=O)Nc3ccnn3C3CCCC3)CC2)cc1,-3.6,0.2,0.1,-0.1,0.9,-0.5,1.3,-2.3,0.9,3.9,0.2
CCC[C@@H](CNC)NC[C@H](Cc1ccccc1)NCCCCc1ccccc1,18.1,0.9,0.0,0.4,0.2,-1.5,3.8,-4.1,-2.3,-3.1,-3.0
CCOC(=O)CCc1c(C)nc(SCC(=O)O)c(C#N)c1C,4.1,0.2,2.4,-0.8,-0.8,-1.1,-2.7,-4.0,-0.1,1.0,-1.4
COC(=O)C[C@@H]1CC[C@H]2[C@@H](COc3ccc(NC(=O)Nc4ccccc4)cc3C(=O)N2C)O1,3.8,x,0.3,-0.3,1.4,-0.5,-2.4,-0.2,x,-0.4,0.6

# Among those listed so far, 6 have two or more sulfur atoms.
SMILES,HGIII-sPLA2 inh,DAX1 inh-1,PLCb3 inh,DAX1 inh-2,hcDAF-12 act,ssDAF-12 act,PLC-gamma1 inh,ADAM17 inh,FXN GAA850 act,ADAM10 inh,hgDAF-12 ag
O=c1[nH]c(-c2ccc3c(c2)OCO3)nc2c1sc(=S)n2-c1ccccc1,-2.3,2.1,0.8,-0.3,1.8,1.0*,-0.4,0.5,0.7,2.9,-1.8
O=C(NCc1ccc(F)cc1)C1CCCN1S(=O)(=O)c1cccc2nsnc12 (centres undefined),5.3,0.2,-5.2,-0.3,0.2,-1.3,-2.1,2.8,-1.0,-0.9,-2.0
CC(C(=O)NCCN1C(=O)S/C(=C\c2cccs2)C1=O)N1C(=O)c2ccccc2C1=O (centres undefined),19.0,0.3,2.7,-0.1,-1.1,-1.8,-0.9,-2.8,1.9,-5.9,-1.2
CC1Sc2ccc(S(=O)(=O)N3CCC(C(=O)Nc4cccc(Cl)c4)CC3)cc2NC1=O (centres undefined),-52.3,-0.8,-5.6,-1.0,-5.0,-1.8,1.1,6.2,-1.2,14.2,-3.5
O=C(Nc1cccc(S(=O)(=O)C(F)F)c1)c1ccc(S(=O)(=O)N2CCOCC2)cc1,-22.0,-1.2,12.7*,-1.1,-1.7,-1.8,3.6,11.3*,1.5,13.4,-1.2
Cc1nc2ccc(NC(=O)c3ccc(S(=O)(=O)N(C)c4ccccc4)cc3)cc2s1,-29.2,-1.5,-22.0,-2.1,-4.8,-2.5,-20.2,16.1*,-1.2,29.2*,-7.3

# High-throughput results: PubChem BioAssay, The Scripps Research Institute Molecular Screening Center
